Source: PubChem (several laboratories)
GPR35 arrestin U2OS: GPR35 antagonists blocking zaprinast-driven arrestin recruitment, primary screen, imaging, U2OS, beta-arrestin-GFP, zaprinast agonist (AID 2058); G-protein coupled receptor 35 (Homo sapiens); U2OS GPR35 beta-arrestin-GFP translocation imaging, zaprinast antagonism; higher % means a stronger effect; inhibition, % at 10 µM, or IC50 in µM where a hit was titrated; 290,000 compounds, 0.052% hits;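 active = inhibition of at least 50% with at least 30 cells and total cytoplasm GFP at most 10,000,000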
PhoP inhibition: inhibitors of PhoP regulon expression, primary screen, Salmonella Typhimurium, GFP reporter (AID 1863); S. Typhimurium PhoP-regulated promoter GFP reporter, 4 h; higher % means a stronger effect; inhibition, % at 50 µM; hits with a dose series show IC50 in µM; 300,000 compounds, 0.16% hits;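 active = inhibition over 29.93%, a cutoff 3 SD above the screen mean, later confirmed by dose response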;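 also: 0% = low Mg2+ inducing control and 100% = high Mg2+ repressing control; strong numbers were not always called active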
Large T inhibition: SV40 large T antigen inhibitors, biochemical (AID 1903) | inhibition, % at 20 µM; hits with a dose series show IC50 in µM | SV40 large T antigen ATPase/helicase inhibition assay; higher % means a stronger effect | 310,000 compounds, 0.39% hits; in the data active = a potency from the dose series; also: strong numbers were not always called active
UTI89 phage lysis: inhibition of K1F phage lysis, E. coli UTI89, bacterial capsule biogenesis inhibitors, alamar blue (AID 488966). E. coli UTI89 K1F phage lysis, alamar blue, 2 h; higher % means a stronger effect. one-dose inhibition, % at 100 µM; IC50 in µM for titrated hits. 340,000 compounds, 0.02% hits;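 active = phage lysis inhibition, versus mean bacterial control, above a set limit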;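 also: capsule biogenesis inhibitors block K1F phage lysis so surviving cells raise fluorescence; higher fluorescence means more inhibition of phage lysis; actives were called in the ten point dose series up to 300 µM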
Rac1 GTP hydrolysis: MgcRacGAP GTPase-activating activity inhibitors, confirmation, biochemical, ADP Hunter fluorescence. Rac GTPase-activating protein 1 (Homo sapiens). 340,000 compounds, 0.6% hits. AID 624330, 2012. inhibition, % at 30 µM; hits with a dose series show IC50 in µM. MgcRacGAP-stimulated Rac1 GTP hydrolysis, ADP Hunter fluorescence; higher % means a stronger effect; GST-tagged Rac1 F28L mutant substrate;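 active = first-screen hits whose inhibition reached a set limit at any dose in the follow-up dose series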;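 also: fluorescence reports GDP produced by GAP-driven GTP hydrolysis; strong numbers were not always called active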
GPR55 antagonists: GPR55 antagonists blocking LPI-driven arrestin recruitment, primary screen, imaging, U2OS, beta-arrestin-GFP, LPI agonist (AID 2013). 290,000 compounds, 0.13% hits. U2OS GPR55 beta-arrestin-GFP translocation imaging, LPI antagonism; higher % means a stronger effect. inhibition, % at 10 µM; hits with a dose series show IC50 in µM;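 active = spots per cell inhibited over 60%, with over 100 cells counted and total cytoplasm intensity under 500,000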;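 also: U2OS cells stably carrying GPR55 and arrestin-GFP stimulated by 5 µM LPI near EC80; imaged beta-arrestin-GFP aggregate spots per cell after agonist stimulation; plate controls were LPI-stimulated DMSO wells for no effect and DMSO wells without LPI for full effect; some results filed as inactive read as strong as hits; confirmed hits need IC50 under 10 µM and bright autofluorescent wells are also inconclusive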
RSV antiviral HEp-2: RSV antiviral activity via CPE protection, HEp-2 cells, primary 10 µM value included (AID 2391) | 310,000 compounds, 0.13% hits | HEp-2 cells, RSV-induced CPE inhibition; higher % means a stronger effect | CPE inhibition, % at 10 µM, or IC50 in µM where a hit was titrated; in the data active = a potency from the dose series; also: strong numbers were not always called active
NS5 inhibitors: Dengue-2 NS5 methyltransferase inhibitors, primary screen, biochemical, confirmation dose response (AID 588689) | inhibition, % at 25 µM, or IC50 in µM where a hit was titrated | 340,000 compounds, 0.3% hits | Dengue-2 NS5 methyltransferase capping enzyme assay, biochemical; higher % means a stronger effect; in the data active = a potency from the dose series
HIV peptide binding: inhibitors of HIV fusion peptide binding, primary screen, biochemical, uHTS, fluorescence dequenching (AID 1986); cell-free peptide binding, fluorescence dequenching, 30 min; higher % means a stronger effect; one-dose inhibition, % at 20 µM; IC50 in µM for titrated hits; 290,000 compounds, 0.3% hits; in the data active = inhibition mostly above about 52%, no sharp cut-off; inactive = mostly below about 76%; also: some results filed as inactive read as strong as hits
* = called active by the depositor; . = not tested or not shown; [ ] = remark or other dose. Rows were taken by chance; 1.5% or so of the library scored in one or more.

no.	canonical_smiles	GPR35 arrestin U2OS	PhoP inhibition	Large T inhibition	UTI89 phage lysis	Rac1 GTP hydrolysis	GPR55 antagonists	RSV antiviral HEp-2	NS5 inhibitors	HIV peptide binding
1	COc1cc([C@@H]2c3cc4c(cc3[C@@H](O)[C@H]3COC(=O)[C@H]23)OCO4)cc(OC)c1O[Si](C)(C)C(C)(C)C	19%	-2%	-4%	3.3%	8%	10%	-3.9%	-6%	-0.4%
2	O=S1(=O)CC(NCc2ccccc2)C(Nc2ccc(Cl)cc2)C1 (configuration not stated)	-10%	-11%	19%	0.2%	8%	-3%	.	-8%	1.0%
3	O=C(c1ccc(Cl)cc1)c1ccc(CN2C(=O)c3ccccc3C2=O)o1	-6%	0%	28%	-0.1%	6%	10%	0.3%	-6%	-2.2%
4	COc1ccc(C2CC(=O)c3cnc(N)nc3C2)c(OC)c1 (configuration not stated)	-10%	8%	11%	-0.1%	13%	4%	.	5%	1.6%
5	O=C(Nc1ccc(S(=O)(=O)N2CCOCC2)cc1)c1cc(S(=O)(=O)N2CCOCC2)ccc1Cl	3%	4%	6%	-0.5%[50 µM]	3%	8%	13%	-5%	1.2%
6	Cc1cc(Oc2ccc(N)cn2)cc(C)c1Cl	-2%	-7%	7%	0.5%	10%	9%	2.1%	2%	78%
7	CCCc1cc(=O)oc2cc(OCC(=O)NCCc3c[nH]c4ccccc34)ccc12	-11%	-8%	5%	4.7%	2%	20%	0.1%	-3%	-0.7%
8	COc1ccc(C2/C=C\CN(S(=O)(=O)/C=C/c3ccccc3)[C@H](Cc3ccccc3)C(=O)N2Cc2ccc(F)cc2)cc1 (some centres not stated)	13%	1%	13%	.	.	1%	0.8%	.	0.8%
9	COc1ccc([C@@H]2[C@@H]3C(=O)N(C(C)(C)C)C(=O)[C@@H]3[C@]3(CC(C)C)C(=O)N(c4cccc(Br)c4)C(=O)N23)cc1	7%	2%	11%	1.1%	2%	-8%	1.9%	-10%	0.8%
10	COCCNC(=O)c1cnn2c(C(F)(F)F)cc(-c3ccc4c(c3)OCO4)nc12	16%	4%	7%	0.1%	16%	4%	0.5%	-11%	-1.0%
11	O=C1CC(c2ccc3c(c2)OCO3)c2cc3c(cc2N1)OCCO3 (configuration not stated)	-6%	10%	1%	0.3%	10%	-7%	-0.3%	-1%	-1.3%
12	CCOc1ccc2c(c1)C(C)=CC(C)(C)N2S(=O)(=O)c1ccc(C)cc1	0%	3%	-1%	-1.1%	9%	-8%	.	-4%	1.2%
13	COc1ccc(C(C)=O)cc1CSc1ccc(S(=O)(=O)N2CCCCC2)cn1	.	.	.	0.3%[50 µM]	3%	.	3.7%	-1%	.
14	COc1ccc(Cc2nnc(NC(=O)Nc3ccc(C)cc3)s2)cc1OC	-7%	-8%	23%	0.1%	-2%	-5%	2.1%	-10%	-1.5%
15	O=C(NCC1CCCO1)c1ccc(/C=N/O)nc1 (configuration not stated)	15%	-4%	2%	0.3%	6%	0%	1.0%	2%	1.2%
16	CCOc1ccc(C(=O)C(C)OC(=O)CN2C(=O)NC(C)(C)C2=O)cc1 (configuration not stated)	.	-8%	12%	2.0%[50 µM]	3%	.	-2.3%	-2%	.
17	CC(C)CCCN1C(Nc2ccccc2)=NC[C@@H]1C	3%	-4%	13%	0.8%	4%	0%	0.7%	-8%	0.4%
18	CC(C)c1ccc(NC(=O)c2cnn(-c3ccccc3)c2NC(=O)c2ccco2)cc1	-2%	-5%	0%	0.2%	10%	13%	1.3%	3%	-0.2%
19	Nc1[nH]c(=O)nc(Nc2ccccc2)c1N=O	.	.	12%	1.2%	7%	.	0.0%	2%	.
20	COc1ccc(NC2=CC(c3cccc(OC)c3)N(c3ccc(OC)cc3)C2=O)cc1 (configuration not stated)	-10%	14%	13%	3.1%	11%	11%	0.9%	11%	22%

A run of entries taken from the entries so far:
no.	canonical_smiles	GPR35 arrestin U2OS	PhoP inhibition	Large T inhibition	UTI89 phage lysis	Rac1 GTP hydrolysis	GPR55 antagonists	RSV antiviral HEp-2	NS5 inhibitors	HIV peptide binding
7	CCCc1cc(=O)oc2cc(OCC(=O)NCCc3c[nH]c4ccccc34)ccc12	-11%	-8%	5%	4.7%	2%	20%	0.1%	-3%	-0.7%
8	COc1ccc(C2/C=C\CN(S(=O)(=O)/C=C/c3ccccc3)[C@H](Cc3ccccc3)C(=O)N2Cc2ccc(F)cc2)cc1 (some centres not stated)	13%	1%	13%	.	.	1%	0.8%	.	0.8%
9	COc1ccc([C@@H]2[C@@H]3C(=O)N(C(C)(C)C)C(=O)[C@@H]3[C@]3(CC(C)C)C(=O)N(c4cccc(Br)c4)C(=O)N23)cc1	7%	2%	11%	1.1%	2%	-8%	1.9%	-10%	0.8%
10	COCCNC(=O)c1cnn2c(C(F)(F)F)cc(-c3ccc4c(c3)OCO4)nc12	16%	4%	7%	0.1%	16%	4%	0.5%	-11%	-1.0%
11	O=C1CC(c2ccc3c(c2)OCO3)c2cc3c(cc2N1)OCCO3 (configuration not stated)	-6%	10%	1%	0.3%	10%	-7%	-0.3%	-1%	-1.3%

Arranged by SMILES length (largest number first): part of the list above
no.	canonical_smiles	GPR35 arrestin U2OS	PhoP inhibition	Large T inhibition	UTI89 phage lysis	Rac1 GTP hydrolysis	GPR55 antagonists	RSV antiviral HEp-2	NS5 inhibitors	HIV peptide binding
5	O=C(Nc1ccc(S(=O)(=O)N2CCOCC2)cc1)c1cc(S(=O)(=O)N2CCOCC2)ccc1Cl	3%	4%	6%	-0.5%[50 µM]	3%	8%	13%	-5%	1.2%
12	CCOc1ccc2c(c1)C(C)=CC(C)(C)N2S(=O)(=O)c1ccc(C)cc1	0%	3%	-1%	-1.1%	9%	-8%	.	-4%	1.2%
4	COc1ccc(C2CC(=O)c3cnc(N)nc3C2)c(OC)c1 (configuration not stated)	-10%	8%	11%	-0.1%	13%	4%	.	5%	1.6%

(more compounds)
no.	canonical_smiles	GPR35 arrestin U2OS	PhoP inhibition	Large T inhibition	UTI89 phage lysis	Rac1 GTP hydrolysis	GPR55 antagonists	RSV antiviral HEp-2	NS5 inhibitors	HIV peptide binding
21	CCC(=O)Nc1cccc(C(=O)/C=C/c2ccc(F)cc2)c1	-1%	-1%	8%	-0.2%	1%	11%	-1.7%	-28%	0.6%
22	COc1cc(OC)cc(C(=O)Nc2ccccc2S(=O)(=O)N2CCCC2OC(C)=O)c1 (configuration not stated)	12%	.	10%	-0.1%	6%	-3%	0.8%	1%	0.3%
23	CCN1c2ccc(S(=O)(=O)N3CCOCC3)cc2N(Cc2ccc(OC)cc2)C1C (configuration not stated)	8%	4%	2%	-0.3%	15%	2%	-1.2%	-13%	1.8%
24	CCC1Oc2ccccc2N(CC(=O)NC2CC2)C1=O (configuration not stated)	15%	4%	-2%	0.2%	2%	-6%	2.3%	-10%	-0.4%
25	O=C(Nc1nnc(CCN2CCOCC2)s1)C1CCCCC1	-10%	-6%	10%	0.0%	5%	3%	1.1%	0%	-2.3%
26	Cc1ccc(SC[C@H](Cc2ccccc2)N2CCN(CC(C)C)CCC2=O)cc1	14%	4%	.	1.6%	12%	-4%	.	3%	-1.9%
27	Oc1ccc2ccccc2c1CNc1cnc2ccccc2c1	-8%	-9%	16%	-0.1%	-7%	-6%	-0.7%	1%	-1.1%
28	COc1ccc(N(CC(=O)Nc2cc(C)on2)S(=O)(=O)c2ccc(Cl)cc2)cc1	-2%	-2%	-1%	0.3%	13%	6%	1.7%	.	-1.1%
29	S=C(Nc1ccc(Cl)cc1Cl)N1CCCCC1	-7%	-1%	12%	-13%	5%	4%	0.7%	-3%	1.5%
30	COC(=O)[C@H](Cc1ccccc1)NC(=O)NCCc1ccc(OC)cc1	-1%	-4%	1%	0.1%[50 µM]	.	10%	0.7%	-10%	1.3%
31	COc1cc(C(=O)Nc2ccc(Nc3ccccc3)cc2)cc(OC)c1OC	-2%	-4%	12%	-0.4%	23%	7%	4.4%	-4%	-0.4%
32	O=C(Cn1c(=O)oc2cc(S(=O)(=O)N3CCCC3)ccc21)Nc1ccc(C(F)(F)F)cc1	3%	1%	-4%	1.0%	10%	30%	2.3%	5%	5.5%
33	CCSc1nnc(NC(=O)NC(C)(C(F)(F)F)C(F)(F)F)s1	-6%	7%	21%	-3.4%	10%	0%	18%	-4%	0.8%
34	O=C1CN(C(=O)/C=C/c2cccc(Cl)c2)c2ccccc2N1	-3%	11%	29%	0.5%	-5%	-3%	2.4%	-1%	-0.1%
35	COc1ccc(NC(=S)NNc2ccc(C(=O)O)cc2)cc1	2%	0%	2%	0.7%	4%	7%	0.6%	-3%	4.0%
36	NNC(=O)CC(=O)NC1(Cc2ccc(O)cc2)CCCCC1	9%	-1%	-2%	-1.8%	0%	-13%	-0.3%	-5%	-1.1%
37	Cc1ccc(-c2nnn(CC(=O)N(CC3CCCO3)C(C(=O)NC3CCCC3)c3ccc(F)cc3)n2)o1 (configuration not stated)	11%	2%	-1%	2.1%	5%	18%	0.6%	-3%	-0.9%
38	Cc1ccc(C23OCCN2CCn2nc4ccccc4c23)cc1 (configuration not stated)	.	.	.	0.9%	0%	.	0.8%	-5%	.
39	NC(N)=NCc1cccc(I)c1	.	-2%	-1%	1.5%	-8%	.	1.6%	0%	.
40	COCCNC(=O)c1cc2c(-c3ccc(Cl)cc3)nn(C)c2s1	1%	7%	9%	-0.7%	20%	3%	-0.2%	-12%	-2.0%
41	O=C(CCSc1ccccc1)NCCSc1ccccn1	18%	6%	4%	-0.1%	5%	-12%	-0.1%	-2%	2.9%
42	CC12CCC(C(=O)N3CCCCCC3)(OC1=O)C2(C)C (configuration not stated)	-5%	-10%	9%	0.0%	-2%	6%	2.8%	-3%	-0.2%
43	Cc1cccc(NC(=S)NCc2ccc3c(c2)cc(C)n3C)c1C	2%	2%	5%	8.1%	7%	-8%	1.2%	-1%	-1.0%
44	Cc1ccc(C)c(Nc2cc(C)nc(-c3ccccc3O)n2)c1	-5%	-3%	9%	0.2%	5%	-10%	0.1%	1%	1.1%
45	O=C(OCc1nnc(-c2ccccc2)o1)C1=COCCO1	-11%	-1%	3%	1.5%	10%	7%	0.4%	2%	-1.4%
46	O=C(CSc1nnc(-c2ccc(Cl)cc2)n1-c1ccc(Cl)cc1)N/N=C/c1ccccc1C(=O)O	13%	-2%	20%	.	.	2%	3.1%	.	7.0%
47	CCc1ccc(NC(=O)c2cnc3n(c2=O)CCS3)cc1	6%	6%	1%	-1.1%	10%	-7%	-0.2%	-5%	-1.7%
48	CC(=O)Nc1ccc(S(=O)(=O)N(CC(=O)O)Cc2ccccc2)cc1	1%	7%	8%	-0.3%	13%	0%	2.0%	-1%	-0.6%
